ASAP1 inh: inhibitors of human ASAP1 ArfGAP activity, primary screen, biochemical, fluorescence polarization; inhibition, % at 16.5 µM; Arf-GAP with SH3 domain, ANK repeat and PH domain-containing protein 1 (Homo sapiens), …; ASAP1-stimulated ARF1 GTP hydrolysis, GDP FP detection; 0.19% of 360,000 active; in the data active means inhibition above about 25%;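 further: 0% = vehicle with enzyme and substrate and 100% = no enzyme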
Tn6 DDE FP: inhibitors of Tn6 peptide binding to fibrin DD(E), primary screen, biochemical, fluorescence polarization, human fibrin, Tn6 probe. Fibrinogen beta chain (Homo sapiens), P02675. Fibrin DD(E) TRITC-Tn6 fluorescence polarization displacement. inhibition, % at 8.3 µM. 0.21% of 370,000 active. AID 720509, 2013;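 active means inhibition above a per-campaign cutoff: mean of compounds within control limits plus 3 SD, cut at about 15% in these data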;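 further: 0% = median of all compound wells on the plate and 100% = blocking peptide control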
GAA850 FXN act: FXN promoter activators, primary screen, cell-based, luciferase luminescence, HEK293 lucGAA850 | activation, % at 6 µM | HEK293 lucGAA850 FXN promoter luciferase reporter, 24 h; percent of 10 µM SAHA response | 0.56% of 360,000 active;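 active means activation above the average of all compounds screened plus 3 SD, cutoff fixed separately per campaign, cut at about 7.5% in these data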;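 further: 0% = DMSO wells and 100% = 10 µM SAHA wells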
rCAG RNA binder: binders of r(CAG) RNA repeats, primary screen, biochemical, fluorescence. r(CAG) RNA repeat, TO-PRO-1 dye displacement fluorescence. inhibition, % at 3 µM. 1.3% of 370,000 active;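 active means inhibition above the plate cutoff, the mean of all test compounds on that plate plus 3 SD, cut at about 35% in these data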;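 further: 0% = DMSO alone and 100% = 100 µM mitoxantrone as full dye displacement; higher means more dye released from RNA so lower well fluorescence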
ADAM10 inh: human ADAM10 inhibitors, primary screen, biochemical, QFRET, HTS | Disintegrin and metalloproteinase domain-containing protein 10 (Homo sapiens), O14672 | recombinant ADAM10, EDANS/DABCYL FRET peptide cleavage, 3 h | inhibition, % at 7 µM | 0.62% of 370,000 active | AID 720582, 2013;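 active means inhibition above a per-campaign cutoff equal to the mean of compounds falling between control-based bounds plus 3 SD, cut at about 20% in these data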;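 further: 0% = DMSO wells while the 100% control is not disclosed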
Target sequence (O14672 214-748 limits assumed): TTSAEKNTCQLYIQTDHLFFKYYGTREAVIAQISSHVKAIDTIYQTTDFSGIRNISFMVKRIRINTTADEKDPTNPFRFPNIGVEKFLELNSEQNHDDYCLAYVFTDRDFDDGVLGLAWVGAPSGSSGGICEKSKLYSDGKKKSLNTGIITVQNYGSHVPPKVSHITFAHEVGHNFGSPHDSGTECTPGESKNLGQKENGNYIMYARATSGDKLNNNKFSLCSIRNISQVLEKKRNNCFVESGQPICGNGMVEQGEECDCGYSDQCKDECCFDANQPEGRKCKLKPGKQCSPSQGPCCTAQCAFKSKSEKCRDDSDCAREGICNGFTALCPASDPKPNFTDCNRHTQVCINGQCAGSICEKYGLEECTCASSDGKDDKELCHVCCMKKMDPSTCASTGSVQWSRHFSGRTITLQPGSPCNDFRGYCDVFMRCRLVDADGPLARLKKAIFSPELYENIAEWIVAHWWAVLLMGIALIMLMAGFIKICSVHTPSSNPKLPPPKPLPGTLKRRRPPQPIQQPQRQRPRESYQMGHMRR
NPR2 activator: human GC-B receptor activators, primary screen, HEK293 GC-B cells, cGMP TR-FRET, EC30 CNP. Atrial natriuretic peptide receptor 2 (Homo sapiens), P20594. 0% at EC30 CNP, 100% saturating CNP. activation, % at 10 µM. 0.11% of 370,000 active;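 active means activation at 10 µM reaching about 35% in either raw or pattern-adjusted values, limit read from the data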
HGIII-sPLA2 inh: human group III sPLA2 inhibitors, primary screen, biochemical, QFRET, BODIPY PC-A2 liposome substrate. 0.56% of 370,000 active. inhibition, % at 12.2 µM. Group 3 secretory phospholipase A2 (Homo sapiens), Q9NZ20. QFRET BODIPY PC-A2 liposome hydrolysis, fluorescence;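 active means inhibition above mean plus 3 SD of compounds lying within the high and low control bounds, cut at about 19% in these data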;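 further: 0% = median of test compound wells and 100% = no enzyme DMSO wells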
Target sequence (Q9NZ20 whole entry, looked up): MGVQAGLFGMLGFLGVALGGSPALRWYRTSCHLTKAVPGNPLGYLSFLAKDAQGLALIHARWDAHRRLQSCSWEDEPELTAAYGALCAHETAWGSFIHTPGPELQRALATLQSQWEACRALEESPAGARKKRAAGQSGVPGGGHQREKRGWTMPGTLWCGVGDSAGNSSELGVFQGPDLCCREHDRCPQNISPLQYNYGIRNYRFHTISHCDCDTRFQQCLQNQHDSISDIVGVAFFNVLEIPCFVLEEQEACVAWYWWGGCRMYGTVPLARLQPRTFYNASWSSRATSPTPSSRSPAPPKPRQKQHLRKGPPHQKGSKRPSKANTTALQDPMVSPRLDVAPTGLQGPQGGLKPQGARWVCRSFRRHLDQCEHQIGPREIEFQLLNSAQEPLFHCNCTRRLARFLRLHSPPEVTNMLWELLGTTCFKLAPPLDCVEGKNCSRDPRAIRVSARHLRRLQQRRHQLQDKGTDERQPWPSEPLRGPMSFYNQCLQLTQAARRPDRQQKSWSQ
NPR1 activator: GC-A stimulated cGMP production enhancers – HEK293 GC-A cells, cGMP TR-FRET, EC30 ANP, primary screen; Atrial natriuretic peptide receptor 1 (Homo sapiens), P16066; 0% at EC30 ANP, 100% saturating ANP; activation, % at 10 µM; 0.14% of 370,000 active; AID 1671463, 2021; in the data active means activation above about 40%
ARFGAP1 inhibitor: inhibitors of rat ARFGAP1 GAP activity, primary screen, biochemical, fluorescence polarization, GDP tracer. Arfgap1-stimulated ARF1 GTP hydrolysis, GDP FP detection. inhibition, % at 16.5 µM. 0.26% of 360,000 active;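 active means inhibition above a per-plate limit, mean inhibition of low control wells plus 3 SD, cut at about 25% in these data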;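 further: 0% = DMSO wells with enzyme and 100% = wells lacking Arfgap1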
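Assay system: Rat Arfgap1 GAP domain (His6, aa 1-136), purified enzyme | Buffer or medium: HEPES 25 mM pH 7.5, NaCl 150 mM, MgCl2, DTT | Schedule: GTP hydrolysis reaction 2 h at 25 °C | Signal: FP of antibody-bound GDP Alexa 633 tracer, ex 620/em 688 nm | Measure: Percent inhibition of Arfgap1-stimulated GTP hydrolysis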
proKLK7 act: proKLK7 zymogen activators, primary screen, biochemical, fluorescence intensity. Kallikrein-7 (Homo sapiens), P49862. purified proKLK7, EDANS-DABCYL substrate fluorescence; 100% is mature enzyme control, 0% vehicle. activation, % at 7 µM. 0.9% of 370,000 active. AID 652039, 2013;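 active means activation above the mean of all tested compounds plus 3 SD, computed per campaign excluding outliers beyond control limits, cut at about 13% in these data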
Active calls of the source: *; x = not tested or not shown. Rows were taken by chance; overall some 4.5% were active at least once.

Compound | rCAG RNA binder | ADAM10 inh | HGIII-sPLA2 inh | proKLK7 act | GAA850 FXN act | NPR2 activator | NPR1 activator | ARFGAP1 inhibitor | ASAP1 inh | Tn6 DDE FP
COc1ccc(OC)c(CCNC(=O)CN2C(=O)COc3ccc(S(=O)(=O)N4CCOCC4)cc32)c1 | -3 | -1 | 10 | 0.7 | -2.0 | 0 | -2 | -11 | -2 | 1
COc1ccc(CNc2nccn3ccnc23)cc1 | 1 | -6 | 4 | -0.1 | 0.6 | 2 | -1 | -8 | -8 | 7
Cc1n[nH]c(C)c1S(=O)(=O)N1CCN(C2CCCCC2)CC1 | -3 | -3 | 2 | 0.5 | -2.2 | -4 | 2 | -2 | 11 | -1
Cc1nc2scc(-c3ccco3)c2c(=O)n1/N=C/N(C)C | 16 | -7 | -1 | 0.4 | 1.4 | -4 | -3 | 0 | -8 | 2
COC(=O)c1cc(-c2cc(Cl)cc(Cl)c2)c(=O)n2c1CCC2 | 0 | -5 | 0 | -0.6 | x | -1 | -2 | x | x | 4
Cn1c(N=Cc2ccc([N+](=O)[O-])cc2)c(N)c(=O)n(C)c1=O | 2 | -61 | 15 | 0.1 | -0.2 | -7 | -2 | -6 | 5 | -6
Cn1c(SCC(=O)NCC2CCCO2)nc2c([nH]c3ccccc32)c1=O (stereo not given) | -1 | -10 | -1 | 0.2 | 1.0 | -3 | -2 | -3 | -2 | -6
Cc1cc(C)nc(NC(=S)N2CCN(c3ncc(C(F)(F)F)cc3Cl)CC2)c1 | x | 5 | 4 | x | x | -4 | 2 | x | x | -4
NC(=O)c1ccc(-n2nnnc2SCc2ccc(F)cc2)cc1 | -1 | 5 | -2 | 0.6 | -0.1 | -4 | 0 | 10 | 3 | 7
CCCn1c(Sc2nnnn2-c2ccccc2)n[nH]c1=O | 5 | 8 | 2 | 0.0 | 2.6 | 3 | 5 | -5 | 7 | -6
NC(=O)CN1C(=O)C2CCCCN2C(=O)c2ccccc21 (stereo not given) | -2 | -5 | -3 | -0.3 | 2.0 | 0 | 1 | -1 | 2 | -4
Cc1nccn1-c1ccc(NC(=O)[C@H]2O[C@@H](n3ccc(N)nc3=O)[C@H](O)[C@@H]2O)cc1 | 1 | -6 | 3 | -0.3 | x | 2 | 1 | -2 | -11 | 12
CCOC(=O)CN(C(=O)CNC(=O)c1cccs1)C(C(=O)NC1CCCCC1)c1cccnc1 (stereo not given) | -3 | 3 | 2 | 1.0 | 0.1 | 1 | -4 | 0 | 2 | -4
O=C(O)CC1Sc2nc3ccccc3n2C1=O (stereo not given) | 3 | -7 | 3 | -0.4 | 3.2 | -8 | 4 | -9 | -1 | 0
Cc1cccc(OC(=O)c2sc3ncn(C)c(=O)c3c2C)c1 | 4 | 6 | 3 | -0.5 | 5.4 | -6 | 4 | -9 | -3 | -5
COc1cc(N2C(=O)c3ccccc3C2=O)c(Cl)cc1C(=O)OCC(=O)NCc1ccco1 | 3 | 11 | -7 | -0.2 | 3.6 | -2 | -2 | 5 | -6 | -4
CCS(=O)(=O)C(C)(CCl)C(=O)Nc1ccc(C(=O)OC)cc1 (stereo not given) | -1 | -3 | -12 | 0.6 | -0.7 | 7 | 2 | -1 | -2 | -7
COc1ccc(OC)c(NC(=O)c2ccccc2N(Cc2ccccc2)S(C)(=O)=O)c1 | -4 | 0 | -11 | 0.3 | 2.8 | -5 | -14 | -2 | 12 | -3
CSc1ccc(C(=O)C2CCCN(S(=O)(=O)c3c(C)noc3C)C2)cc1 (stereo not given) | 1 | -16 | 13 | 0.0 | 0.0 | 0 | -7 | 7 | 21 | -12
COc1ccc(CN(C(=O)/C=C/c2ccco2)C2CCS(=O)(=O)C2)cc1 (stereo not given) | 13 | -2 | -1 | -0.2 | -0.6 | -4 | 7 | -4 | 10 | 1
CN1CCN(c2nc(-c3ccc(Cl)cc3)cc(=O)[nH]2)CC1 | -6 | -16 | -3 | 0.2 | -1.0 | 0 | 6 | -3 | 4 | 1
COc1ccc(-c2[nH]ncc2CN(C)CCN2CCOCC2)cc1F | -3 | -9 | -1 | 0.2 | 1.8 | -2 | 1 | 0 | 9 | 0
COc1ccc(-c2csc(N(CCCN(C)C)C(=O)c3ccc(Br)cc3)n2)cc1 | -2 | 5 | -14 | 0.0 | -0.7 | -27 | -42 | 9 | 7 | 7
CCCC(=O)n1nc(-c2ccco2)nc1N | 2 | -5 | -2 | -0.3 | -0.4 | 7 | -2 | -1 | 2 | 3
C/C(=N\NC(=O)c1cc2ccccc2cc1O)c1cc2ccccc2o1 | 50* | -3 | 0 | -0.7 | 2.9 | -3 | 1 | -10 | -1 | -1

Compound | rCAG RNA binder | ADAM10 inh | HGIII-sPLA2 inh | proKLK7 act | GAA850 FXN act | NPR2 activator | NPR1 activator | ARFGAP1 inhibitor | ASAP1 inh | Tn6 DDE FP
Cc1cc(N2C(=O)c3ccccc3C2=O)n(C)n1 | -1 | -4 | -2 | 0.4 | -1.0 | -2 | 3 | -9 | -15 | 3
COC(=O)c1ccc(-c2csc(NC(=O)C3=COCCO3)n2)cc1 | 1 | 6 | -19 | 0.1 | -0.1 | -2 | -2 | 2 | 1 | 5
Cc1cccc(N(C)C(=O)c2cc(S(=O)(=O)N3CCCCC3)c[nH]2)c1 | 4 | -6 | -6 | 0.0 | 0.1 | 1 | 3 | -3 | 7 | -7
O=C(COC(=O)c1cccc(Br)c1)NCc1ccco1 | 13 | -7 | 11 | 0.6 | 0.1 | -2 | 1 | -3 | -22 | 5
CCOCC(=O)Nc1nnc(COc2ccc(Cl)cc2)s1 | -1 | 3 | -5 | 0.4 | 1.8 | 5 | 8 | -5 | 9 | -5
Cc1onc(-c2c(F)cccc2Cl)c1C(=O)N=C(N)N1CCCC1 | 0 | 5 | 8 | -1.1 | 0.4 | 4 | -2 | -17 | -4 | 1
CCOC(=O)CC[C@@H]1CC[C@]2(CCCN(C(=O)c3ccco3)C2)O1 | 3 | 3 | 2 | -0.3 | x | 8 | 0 | x | x | 2
COc1ccc(/C=C/C(=O)NC(=S)NNC(=O)c2cnccn2)cc1 | 4 | 3 | 6 | -0.1 | -1.1 | -2 | 1 | -9 | -2 | 8
N#Cc1ccccc1OCC(=O)N1CCN(S(=O)(=O)c2ccc(Cl)cc2)CC1 | 8 | -17 | 1 | 0.6 | 0.1 | -18 | -25 | 13 | 7 | -2
COc1ccc(CNC(=O)CN(C(=O)c2csnn2)c2ccc3c(c2)OCCO3)cc1 | 3 | -4 | 2 | 0.0 | 2.4 | 0 | 0 | 0 | -2 | -4
CN1CCC(N(C)C(=O)c2cc(=O)c3ccccc3o2)CC1 | -2 | -1 | 2 | -0.2 | 0.1 | 1 | -4 | -9 | 0 | 3
CC(C)CNC(=O)C1CCCN(C(=O)NCc2ccccc2)C1 (stereo not given) | -4 | -1 | -4 | -0.4 | -0.7 | 1 | -4 | 2 | -5 | 9
CCN(c1ccc2c(c1)OCO2)S(=O)(=O)c1cc(Br)cc2c1N(C(C)=O)CC2 | 2 | -4 | 14 | 0.2 | -0.4 | -7 | -10 | 8 | -10 | -7
COc1cccc(NC(=O)CN(c2ccccc2OC)S(=O)(=O)c2cccs2)c1 | 4 | 2 | -9 | -0.2 | 2.1 | -2 | -1 | -2 | -4 | -5
C[C@]12c3[nH]c4ccccc4c3CCN1C(=O)C(CC(=O)NCCc1ccccn1)C[C@@H]2C(=O)N1CCOCC1 (stereo not given in full) | 2 | -2 | 5 | 0.6 | 0.5 | 3 | 0 | 12 | 0 | 9
COc1ccccc1-n1c(C)nc2cc(C(=O)O)ccc21 | 4 | 0 | -1 | 0.2 | 0.8 | x | x | 1 | -15 | 3
CCN(CC)S(=O)(=O)c1ccc(C(=O)Nc2cc(S(=O)(=O)N3CCOCC3)ccc2O)cc1 | 36* | 4 | -12 | 0.4 | 1.2 | 0 | -1 | -8 | 15 | -5
CCN1C(=O)N[C@@H](c2ccccc2)[C@@H](C(=O)OC)[C@H]1C | 3 | -2 | -1 | 0.0 | 1.2 | 0 | 2 | 2 | -4 | -1
COc1ccc(N2CC(C(=O)N[C@@H](C)C(=O)NC3CCCCC3)CC2=O)cc1 (stereo not given in full) | -1 | -3 | 5 | 0.5 | -0.7 | 1 | 3 | 9 | 9 | 3
O=C(NCCS(=O)(=O)N1CCN(c2ccc(F)cc2)CC1)c1ccco1 | -2 | 1 | 1 | 0.5 | 1.2 | 2 | 1 | 2 | -5 | -5
Cc1ccc(NC(=O)CS(=O)c2ccccc2N)c(C)c1 (stereo not given) | 1 | 4 | 3 | 0.1 | 4.7 | -2 | 1 | 3 | -3 | -8
O=C(COC(=O)COc1ccc(Br)cc1)NNC(=O)c1ccccc1 | 1 | -10 | 6 | 0.3 | 2.8 | 5 | 5 | -5 | -4 | 4
Cn1c(CC(=O)Nc2ccccc2)c(Sc2ccccc2)c2ccccc21 | 1 | 8 | -2 | 0.1 | 1.5 | -3 | 3 | 2 | 6 | -6
CCCCn1nnc(NC(=O)c2ccco2)n1 | 1 | -12 | 2 | -0.4 | 2.2 | 2 | -2 | 7 | 1 | 4
Cc1ccc(S(=O)(=O)C2CCOC2=O)cc1 (stereo not given) | -2 | -3 | 7 | -0.7 | -1.0 | 8 | 2 | 13 | -1 | 1
O=C(N/N=C/c1cccc([N+](=O)[O-])c1)c1ccc2nc[nH]c2c1 | 3 | 1 | -2 | 0.3 | 1.0 | 4 | -2 | 3 | 15 | -6
Cc1cc([N+](=O)[O-])nn1CC(=O)Nc1cnc2ccccc2c1 | 2 | -5 | -4 | 0.0 | -0.1 | -4 | 3 | -2 | 10 | 3
O=C1C=C(c2cccc(CO)c2)C[C@@H](c2ccc(F)cc2)C1 | -5 | -3 | -4 | 0.5 | 2.4 | -4 | 2 | 5 | -7 | -4

Rewritten as labelled records: two of the compounds above.
> CCN(c1ccc2c(c1)OCO2)S(=O)(=O)c1cc(Br)cc2c1N(C(C)=O)CC2
  rCAG RNA binder: 2	ADAM10 inh: -4	HGIII-sPLA2 inh: 14	proKLK7 act: 0.2	GAA850 FXN act: -0.4	NPR2 activator: -7	NPR1 activator: -10	ARFGAP1 inhibitor: 8	ASAP1 inh: -10	Tn6 DDE FP: -7
> O=C(NCCS(=O)(=O)N1CCN(c2ccc(F)cc2)CC1)c1ccco1
  rCAG RNA binder: -2	ADAM10 inh: 1	HGIII-sPLA2 inh: 1	proKLK7 act: 0.5	GAA850 FXN act: 1.2	NPR2 activator: 2	NPR1 activator: 1	ARFGAP1 inhibitor: 2	ASAP1 inh: -5	Tn6 DDE FP: -5
